# Compound activity (PubChem BioAssay)
# Rab9 prom act: activates the Rab9 promoter | Huh7 Rab9 promoter-luciferase reporter, luminescence, 24 h | Potency, µM (titrated, usually from 9.22 µM), for the others: top-dose activation, negative = inhibition, usual class: activators | 2.8% of 320,000 active; further: potency means the concentration at half of the fitted maximal effect; % of control where 0% means no effect; nearly all actives have a fitted effect of over 60% in size
#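 Quantitative HTS format; Huh7 Rab9-luciferase reporter cells (1500/well) receive compound 2 h post-plating, incubate 24 h at 37 °C, then get luciferase reagent for 10 min before luminescence reading.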
# FLuc counter: inhibits or activates purified firefly luciferase, miR-21 counter-screen | P08659 | purified FLuc, Km substrates, luminescence inhibition | Potency, µM (doses to about 57.5 µM), for inactives: at the top dose activity change, negative = inhibition, hits mostly inhibitors | 6.9% of 360,000 active;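 further: potency means the concentration at half of the fitted maximal effect; plate controls were vehicle for no effect and reference inhibitor for full effect; nearly all actives have a fitted effect of over 55% in size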
#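 Biochemical qHTS of compounds, final roughly 60 µM downward over six points, against 10 nM purified firefly luciferase using Km concentrations of substrates (10 uM D-luciferin, 10 uM ATP) in Tris acetate pH 7.5 buffer; luminescence output.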
# Coupling enz: coupling enzyme interference in Giardia aldolase counter-screen; coupling enzyme system counterscreen, AmpLite Red fluorescence; activity change, negative = inhibition, % at 58.2 µM, hits read low; 0.67% of 290,000 active; in the data active means activity change below about -30%; further: on the % scale 0 is the no-effect control and ±100 the full control effect
#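 First, compound is pin-transferred into glyceraldehyde-3-phosphate coupling-enzyme reagent at 57.5 uM final and held 10 min at RT. Next, substrate, coupling system and AmpLite Red are added. After 20 min RT, fluorescence (525/598 nm) is read.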
# KCNH2 3.1 block: blocks the human KCNH2 3.1 channel isoform; U2OS KCNH2 3.1, thallium flux FluxOr; hits give low values; activity change, % (tested at about 1.8 µM); 0.95% of 340,000 active;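 active means maximum activity change below -70%; inconclusive means maximum activity change from -70% to -50%; inactive means maximum activity change above -50%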;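 further: thallium influx rate constant from kinetic fluorescence after stimulation buffer; on the % scale 0 is the no-effect control and ±100 the full control effect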
#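 Thallium flux read-out: FluxOr dye with Red40 quencher in HBSS/HEPES, 45 min at RT. Rate constants from kinetic reads were normalized to positive and negative DMSO controls. Cells: U2OS virally expressing the 3.1 isoform.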
# Tb PFK inh: T. brucei PFK enzyme inhibition; T. brucei PFK, ADP-Glo luminescence; Potency, µM (highest dose often 57.5 µM), without a hit: at the top dose activity, negative = inhibition, actives largely listed as inhibitors; 0.17% of 330,000 active; AID 485367;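 further: potency means the concentration at half of the fitted maximal effect; 0% = uninhibited 1x PFK enzyme wells and -100% = no-enzyme wells; nearly all actives have a fitted effect of over 60% in size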
# Target sequence (O15648 whole entry, looked up): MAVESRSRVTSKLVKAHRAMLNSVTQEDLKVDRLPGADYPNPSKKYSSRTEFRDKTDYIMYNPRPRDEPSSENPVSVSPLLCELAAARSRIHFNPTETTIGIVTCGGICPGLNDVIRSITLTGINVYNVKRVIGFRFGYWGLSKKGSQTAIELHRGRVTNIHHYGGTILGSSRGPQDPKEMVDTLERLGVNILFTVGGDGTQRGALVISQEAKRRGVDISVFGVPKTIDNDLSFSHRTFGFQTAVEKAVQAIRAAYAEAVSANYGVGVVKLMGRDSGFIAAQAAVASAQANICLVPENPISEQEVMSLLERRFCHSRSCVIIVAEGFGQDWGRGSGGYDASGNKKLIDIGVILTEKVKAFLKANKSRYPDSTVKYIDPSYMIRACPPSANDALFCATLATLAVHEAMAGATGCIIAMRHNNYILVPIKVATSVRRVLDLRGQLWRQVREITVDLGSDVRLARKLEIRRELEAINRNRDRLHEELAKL
#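 ADP-Glo luminescence quantified ADP after 45 min at room temperature, with 1.25 nM T. brucei PFK, 0.1 mM ATP and 0.5 mM fructose-6-phosphate in pH 8.0 TEA buffer. qHTS titrations up to 57 µM; curves classified by quality.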
# Gal4-VP16 FLuc: counter-screen for ROR gamma inhibitors: Gal4-VP16 reporter; 3.5% of 310,000 active; AID 2546; Drosophila S2 Gal4-VP16 UAS-luciferase, luminescence, 20 h; Potency, µM (highest dose often 53.6 µM), for inactives: top-dose activity, negative = inhibition, usual class: inhibitors;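 further: Gal4-VP16 expression switched on by copper sulfate through the metallothionein promoter; potency means the concentration at half of the fitted maximal effect; on the % scale 0 is the no-effect control and ±100 the full control effect; nearly all actives have a fitted effect of over 50% in size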
# uPA surface inh: inhibitors of cell surface uPA generation; cell surface uPA generation assay, qHTS; Potency, µM (highest dose often 38.3 µM), for inactives: top-dose activity change, negative = inhibition, actives largely listed as inhibitors; 0.31% of 330,000 active; active means well fitted inhibition curve with a large enough effect; inconclusive means small, poorly fitted or top-dose-only effect; inactive means no such curve, though single readings can be large or run the other way; tested in mouse RAW 264.7 cells; further: potency means the concentration at half of the fitted maximal effect; on the % scale 0 is the no-effect control and ±100 the full control effect; nearly all actives have a fitted effect of over 55% in size
# RORg inh: inhibitors of mouse ROR gamma transcriptional activity; P51450; Drosophila S2 Gal4-RORgamma UAS-luciferase reporter, 20 h; Potency, µM (series often up to 53.6 µM), inactives show at the highest dose activity change, negative = inhibition, hits mostly inhibitors; 5.4% of 310,000 active; AID 2551; further: potency means the concentration at half of the fitted maximal effect; on the % scale 0 is the no-effect control and ±100 the full control effect; nearly all actives have a fitted effect of over 60% in size
# Target sequence (P51450 whole entry, looked up, the tested form may be a part): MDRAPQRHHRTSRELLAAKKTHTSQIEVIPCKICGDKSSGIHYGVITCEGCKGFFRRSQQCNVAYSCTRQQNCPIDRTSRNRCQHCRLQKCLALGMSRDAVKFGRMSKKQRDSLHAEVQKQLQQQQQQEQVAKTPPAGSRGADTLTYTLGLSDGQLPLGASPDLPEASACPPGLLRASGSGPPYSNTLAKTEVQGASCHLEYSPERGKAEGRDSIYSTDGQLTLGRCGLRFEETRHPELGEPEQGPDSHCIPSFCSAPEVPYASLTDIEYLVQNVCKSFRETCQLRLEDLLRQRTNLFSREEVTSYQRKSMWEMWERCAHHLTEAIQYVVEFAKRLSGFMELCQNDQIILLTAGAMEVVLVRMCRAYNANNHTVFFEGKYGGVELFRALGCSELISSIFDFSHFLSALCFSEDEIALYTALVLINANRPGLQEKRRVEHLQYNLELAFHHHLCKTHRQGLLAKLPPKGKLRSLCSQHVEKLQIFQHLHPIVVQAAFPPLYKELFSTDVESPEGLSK
#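 A Gal4/UAS one-hybrid system in insect cells: metallothionein-promoter Gal4–ROR gamma fusion plus Photinus luciferase reporter. Copper sulfate 700 uM final, 20 hr ambient incubation, luminescent detection after 10 min with reagent.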
# Giardia kill: Giardia lamblia killing; Giardia lamblia trophozoite viability; activity change, % at 7.66 µM, hits read low; AID 540267; 0.15% of 340,000 active; in the data active means activity change below about -80%; inconclusive means between about -30% and that limit;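 further: parasites exposed to compound for two days anaerobically before the ATP read; on the % scale 0 is the no-effect control and ±100 the full control effect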
#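 Media and compound were dispensed first, then trophozoites at 100 cells/well; plates sat 48 hrs at 37 deg C without oxygen before ATP luminescence reagent was added and read after 15-30 min at room temperature.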
# NPC1 prom act: activators of NPC1 promoter. Huh7 NPC1 promoter luciferase reporter, 24 h. Potency, µM (top dose mostly 9.22 µM), inactives show at the highest dose activation, actives largely listed as activators. 2.4% of 320,000 active;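 further: potency means the concentration at half of the fitted maximal effect; % of control where 0% means no effect; nearly all actives have a fitted effect of over 60% in size; reporter is driven by a mutant NPC1 promoter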
#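 Stable NPC1-promoter luciferase Huh7 line; cpd (DMSO) 24 h, 37 °C, 5% CO2; Amplite luciferase reagent 10 min RT; luminescence readout. qHTS format.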
# ELG1 genotox: inducers of genotoxicity in HEK293T ELG1-luciferase cells; HEK293T ELG1-luciferase reporter, luminescence, 16 h; Potency, µM (titrated, usually from 46 µM), for the others: top-dose activity change, positive = activation, usual class: activators; 1.3% of 330,000 active; further: potency means the concentration at half of the fitted maximal effect; % of control where 0% means no effect; nearly all actives have a fitted effect of over 60% in size
#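 Reporter readout depends on ELG1 protein level, which increases with genetic stress. After 16 hr compound exposure at 37 °C, luciferase activity was quantified using ONE-Glo.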
# An asterisk follows results filed as active; ? = inconclusive; · = no result given; & = joins results of further samples; [ ] = dose if it differs, or a comment. Unless noted, the call rests on the fitted dose curve; in most records, active means well fitted curve in the direction sought with a large enough effect; inconclusive means small, poorly fitted or top-dose-only effect, or another doubt; inactive means no such curve, though single readings can be large; an effect the other way counts as inactive or inconclusive.
SMILES,Rab9 prom act,FLuc counter,Coupling enz,KCNH2 3.1 block,Tb PFK inh,Gal4-VP16 FLuc,uPA surface inh,RORg inh,Giardia kill,NPC1 prom act,ELG1 genotox
CNc1ccc(C(=O)OCC(=O)Nc2ccnn2C(C)C)cc1[N+](=O)[O-],2%,4%,·,25,-2%,·,1%,·,12,-3%,3%
Cc1cccc(C)c1OCc1cc(C(=O)N2CCC[C@H]2C(N)=O)no1,5%,1%,·,0,-5%,-4%,-9%,13%,18,4%,2%
O=C(NN1C(=O)c2ccccc2NC1c1ccccn1)c1ccc(Br)cc1 (stereo not given),4%,0%,-3,0,0%,?,-5%,0%,-13,2%,-1%
COc1ccc(C(O)C(CN2CCOCC2)c2ccccc2)cc1F (stereo not given),-2%,0%,0,-2,-17%,·,-2%,0%[0.365 µM],-4,4%,-1%
CCOc1ccc(CNC(=O)CCS(=O)(=O)Cc2cccc(Cl)c2)cc1OC,0%,-6%,3,-1,-5%,-4%,2%,15%,6,-3%,5%
O=C(NCCN1CCCC1)c1ccc(Cl)cc1,2%,-3%,1,-21,0%,2%,6%,4%,5,-2%,0%
Cc1cc(NCCCN2CCOCC2)n2ncc(-c3ccc(Cl)cc3)c2n1,?,17µM*,-2,-1,0%,10%,6%,-9%,7,?,?
COc1ccc(C(=O)Nc2cc(=O)n(C)c(=O)n2C)cc1,18%,-3%,2,18,1%,-15%,6%,-7%,?,1%,2%
CC(OC(=O)c1cccc(-n2cnnn2)c1)C(=O)Nc1cccc(Cl)c1 (stereo not given),-5%,-1%,·,3,-6%,·,?,·,3,1%,-6%
CCOc1ccccc1N1CCN(C(=O)[C@@H]2CCCN2C2=NS(=O)(=O)c3ccccc32)CC1,0%,0%,·,3,-12%,·,-17%,·,-6,1%,-1%
CCN(C[C@H]1N[C@@](CC)(C(=O)OC)[C@H]2C(=O)N(Cc3ccccc3)C(=O)[C@@H]12)S(=O)(=O)c1ccc(OC(F)(F)F)cc1,·,·,·,-13,3%,·,-1%,·,-12,·,-3%
Cc1ccc(C(C)NC(=O)C2CCCO2)cc1C (stereo not given),-2%,6%,-3,7,-2%,-9%[0.365 µM],10%,?,-10,6%,5%
CCOC(=O)Cc1csc(SCC(=O)NC2CCCCC2)n1,-8%,3%,4,7,1%,-10%,-2%,37%,?,0%,-4%
N#C/C(=C/c1ccc(Br)s1)C(=O)NCCc1c[nH]c2ccccc12,2%,-11%,4,-7,1%,-4%,-6%,11%[10 µM],-2,0%,-10%
CN(/N=C/c1cc(Cl)cc(Cl)c1O)c1c(Cl)cccc1[N+](=O)[O-],-4%,-3%,-1,-2,-4%,11%,-3%,-12%,-6,4%,-2%
O=c1c2cc(NC(=S)NC3CCN(Cc4ccccc4)CC3)ccc2nc2n1CCCCC2,10%,-6%,1,-19,-3%,-5%,-11%,-16%,-15,-3%,-2%
CC(CSc1nc2ccccc2s1)Cn1c(N2CCCC2)nc2c1c(=O)[nH]c(=O)n2C (stereo not given),2%,4%,4,-5,-2%,-1%,-2%,?,?,1%,-5%
COCCNC(=O)C(C)OC(=O)c1nsc(Cl)c1Cl (stereo not given),-3%,4%,1,1,-9%,4%,0%,-24%,11,-3%,-1%
CCCCC1=CC2=C(c3ccco3)C(=O)C(C)(OC(=O)c3ccc(OC)cc3)C(=O)C2=CN1CC(C)C (stereo not given),-5%,-1%,-22&8,-1,?,1%,-5%,1%,-4,-6%,0%
C/C=C(\C)CN1CCN(c2ccccc2F)CC1,1%,-1%,1,-5,-2%,4%,17%,-10%,12,-4%,1%
C=CCN(C(=O)CCC(=O)Nc1cc(C)on1)C(C(=O)NC1CCCC1)c1ccc(CC)cc1 (stereo not given),3%,3%,0,-15,-2%,-7%,·,5%,13,0%,-1%
CC1(C(=O)NCc2ccc(Cl)c(Cl)c2)Oc2ccccc2NC1=O (stereo not given),-6%,2%,0,5,-7%,4%,-3%,10%,-2,-6%,0%
CCOC(=O)c1[nH]c(C)c(C(=O)OCC(=O)NCc2ccc(OC)c(OC)c2)c1C,-7%,9%,·,5,-9%,·,10%,·,-14,0%,-3%
CCCn1c(N)c(C(=O)CN(C)CC(=O)Nc2c(C)cc(C)cc2C)c(=O)[nH]c1=O,-6%,11%,·,7,-16%,·,12%,·,-2,-4%,2%
CC1=C(C(=O)Nc2ccccc2)C(c2cccc([N+](=O)[O-])c2)Nc2nc3ccccc3n21 (stereo not given),-5%,0%,-1,-15,-5%,1%,·,-24%,2,-3%,-7%
# The results go on.
SMILES,Rab9 prom act,FLuc counter,Coupling enz,KCNH2 3.1 block,Tb PFK inh,Gal4-VP16 FLuc,uPA surface inh,RORg inh,Giardia kill,NPC1 prom act,ELG1 genotox
COc1cccc(OC)c1C(=O)NC(C)CCc1ccccc1 (stereo not given),4%,5%,-3,5,-1%,-1%,2%,-6%,?,1%,0%
Oc1ccc(Cc2ccc(Cl)cc2)c(O)c1,-2%,7%,-1,-17,-15%,1%,-1%,24%,14,-2%,1%
O=c1ccc(S(=O)(=O)N2CCCC2)c[nH]1,·,·,·,2,-3%,·,59%[activator],·,7,·,10%
CCOc1cc(C(=O)Nc2cc(C)ccc2C)ccc1OCC(=O)N1CCCCC1,-6%,-1%,9,-19,-3%,6%,2%,20%,7,-2%,-2%
NCCN=C1NS(=O)(=O)c2ccccc21,-3%,5%,1,-3,-2%,5%,-4%,18%,1,1%,3%
Cc1cc(C)n(-c2nc3ccccc3nc2Nc2ccc3[nH]c(=O)[nH]c3c2)n1,-2%,0%,-3,6,-1%,?,-3%,22%,1,-3%,13%
CC(=O)c1c(N2CCN(c3ccc(F)cc3)CC2)nc(=S)n(Cc2ccccc2)c1C,-3%,1%,-1,-11,-2%,-27%,-4%,?,6,-7%,-4%
CCC(C)NC(=O)C1CCN(C(=O)COc2ccc3c4c(c(=O)oc3c2C)CCCC4)CC1 (stereo not given),3%,2%,·,-20,-3%,5%,4%,-6%,-6,-4%,5%
Nc1ncc(Br)cc1Br,-2%,0%,3,-13,2%,-10%,-8%,-5%,-16,-3%,-3%
CCCc1cc(=O)oc2cc(OCC(=O)Nc3ccc(CN4CCOCC4)cc3)c(Cl)cc12,-1%,0%,·,-31,-4%,-13%,3%,-1%,18,1%,2%
O=C(NC1CCCC1)c1cc(=O)[nH]c2ccccc12,4%,-5%,1,-27,0%,4%,7%,?,39[activator],-3%,-1%
O=C(Nc1ccc(F)cc1)c1ccccc1NC(=O)C1CC=CCC1C(=O)O (stereo not given),-1%,3%,·,10,2%,-6%,3%,-2%,?,3%,8%
Cc1cc(N2CCOCC2)nc2ccc(NC(=O)C3CCC(C)CC3)cc12 (stereo not given),5%,1%,3,-107*,1%,1%,-4%,-2%,-10,-7%,-2%
CCOC(=O)c1cc(C#N)c(SC)nc1C,0%,-3%,-2,-14,0%,-16%,2%,-6%,-25,0%,-6%
COC(=O)c1cccc(S(=O)(=O)N(Cc2ccco2)Cc2cc3cc(OC)c(OC)cc3[nH]c2=O)c1,-2%,7%,1,-21,2%,-4%,·,14%,1,0%,-5%
COC(=O)[C@]1(Cc2ccccc2)N[C@H](CN(C)C(C)=O)[C@@H]2C(=O)N(C)C(=O)[C@@H]21,·,·,·,-18,-3%,·,12%,·,-4,·,0%
O=C(OCCCCN1C(=O)c2ccccc2C1=O)c1ccc(S(=O)(=O)N2CCCC2)cc1,-3%,3%,0,-6,1%,-4%,5%,-16%[10 µM],13,0%,-1%
C=CCn1c(CNc2ccc(C)cc2)nnc1SCC(=O)N/N=C/c1ccc(O)cc1,6%,-11%,3,1,-5%,-7%,5%,30%,6,?,-6%
COc1ccc(/C=N/NC(=O)c2ccn[nH]2)cc1CN1CCOCC1,0%,-3%,5,-2,1%,4%,2%,11%,-2,1%,3%
C=CCN(Cc1nc(-c2ccccc2)no1)C(=O)c1ccoc1C,0%,4%,·,10,-6%,-10%,0%,-25%,-24,-3%,-11%
CCn1c(SCC(=O)N2CCN(c3ccccc3F)CC2)nnc1-c1ccoc1C,0%,0%,0,0,7%,-13%,-2%,-31%,0,-1%,3%
CC(Sc1ncn[nH]1)C(=O)Nc1ccc(Cl)cn1 (stereo not given),-3%,4%,·,-38,-5%,·,-1%,·,-8,-8%,9%
COc1cccc(CNC(=O)C2=C(C)C(=O)OC23CCC(C)CC3)c1 (stereo not given),7%,1%,-2,19,-1%,-14%,-2%,9%,28,-4%,-4%
COc1ccc(-c2cc(C3CC3)nc3sc(C#N)c(N)c23)cc1,-6%,3%,0,-4,6%,-1%[0.365 µM],5%,-20%,-17,0%,-2%
